Assay outcomes deposited in PubChem by several laboratories.
RAM inhibit – blocks the yeast RAM network; S. cerevisiae dse1pr::URA3 reporter, 5-FOA growth OD615, 2 d; analog-sensitive cbk1-as2 kinase mutant strain; hit rate 1.8% among 190,000; inhibition, % at 50 µM; AID 868;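 active = inhibition above a set limit, 3 SD over mean compound inhibition, cut at about 8.4% in these data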;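 also: 0% = DMSO-only wells with no growth and 100% = 10 µM 1-NA-PP1 full growth; inhibition rescues growth on 5-FOA so higher OD means more RAM inhibition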
L major viab – inhibitors of Leishmania major promastigote growth; inhibition, % at 10 µM; Leishmania major promastigotes, resazurin fluorescence viability; hit rate 9% among 200,000; in the data active = inhibition above about 50%;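 also: promastigotes grown with compound for 44 hours at 28 °C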
TNAP inh no acc – TNAP (human) inhibition, acceptor-free conditions | purified TNAP, CDP-star luminescence, 30 min | inhibition, % at 20 µM | hit rate 0.26% among 200,000 | AID 1012 | P05186;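 active = tissue-nonspecific alkaline phosphatase inhibition above about 50% at 20 µM in the single-dose screen, limit read from the data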;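 also: 0% = DMSO negative control and 100% = EDTA positive control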
Target sequence (P05186 whole entry, looked up): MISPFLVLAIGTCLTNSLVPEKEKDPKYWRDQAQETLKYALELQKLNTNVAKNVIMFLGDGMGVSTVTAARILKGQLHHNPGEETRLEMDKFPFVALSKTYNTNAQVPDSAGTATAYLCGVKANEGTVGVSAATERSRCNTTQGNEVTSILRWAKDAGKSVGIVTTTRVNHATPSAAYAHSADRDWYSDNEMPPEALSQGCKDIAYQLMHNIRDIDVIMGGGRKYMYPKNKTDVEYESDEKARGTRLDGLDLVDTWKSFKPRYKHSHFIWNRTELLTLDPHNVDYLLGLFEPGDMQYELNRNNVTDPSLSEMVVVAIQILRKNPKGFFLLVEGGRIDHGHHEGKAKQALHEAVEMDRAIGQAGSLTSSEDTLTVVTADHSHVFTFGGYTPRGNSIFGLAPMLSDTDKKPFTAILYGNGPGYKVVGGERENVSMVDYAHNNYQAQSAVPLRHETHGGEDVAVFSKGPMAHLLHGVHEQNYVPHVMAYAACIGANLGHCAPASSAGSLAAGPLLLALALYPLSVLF
Hsp70 activator – transcriptional activators of Hsp70 | AID 1203 | HeLa Hsp70 promoter luciferase reporter, luminescence; scaled: vehicle 0, proteasome-inhibitor control 100% | hit rate 0.04% among 200,000 | activation, % at 10 µM;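 active = activation above the mean across all tested compounds plus 3 SD, cutoff set per campaign, cut at about 5.5% in these data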;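 also: 100% = MG132 at 30 µM as the positive control and 0% = DMSO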
HMGR II inh – blocks class II HMG-CoA reductase of Enterococcus faecalis; hit rate 0.41% among 190,000; AID 1066; inhibition, % at 10 µM; purified E. faecalis HMGR, NADPH absorbance 340 nm kinetic;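 active = inhibition above a set limit, the median over all tested compounds plus 3 SD, cut at about 9.5% in these data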;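 also: enzyme runs in reverse so mevalonate oxidation gives rising NADPH absorbance; 0% = complete reaction with DMSO and 100% = background rate lacking mevalonate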
PMI act – activators of human phosphomannose isomerase | P34949 | purified human PMI, coupled resazurin fluorescence, 20 min; stronger effect = higher value; 1 = vehicle control, 0 substrate-free wells | activation factor at 20 µM | hit rate 0.005% among 190,000 | AID 1214;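 active = activation factor of 2 or more at 20 µM, relative to plate controls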
S1P3 antag – S1P3 (human) receptor antagonism | Q99500 | CHO S1P3 NFAT-BLA reporter, FRET fluorescence, antagonist mode | inhibition, % at 4.98 µM | hit rate 0.27% among 170,000;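 active = inhibition above the plate cutoff, the mean inhibition of test wells on that plate plus 3 SD, cut at about 28% in these data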;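 also: cells challenged with S1P at its EC80 of 0.8 µM; blue over green emission ratio from cleaved BLA substrate after 4 h stimulation; 0% = S1P-stimulated wells and 100% = unstimulated DMSO-only wells; some compounds past the cut are filed as inactive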
Target sequence (Q99500 whole entry, looked up): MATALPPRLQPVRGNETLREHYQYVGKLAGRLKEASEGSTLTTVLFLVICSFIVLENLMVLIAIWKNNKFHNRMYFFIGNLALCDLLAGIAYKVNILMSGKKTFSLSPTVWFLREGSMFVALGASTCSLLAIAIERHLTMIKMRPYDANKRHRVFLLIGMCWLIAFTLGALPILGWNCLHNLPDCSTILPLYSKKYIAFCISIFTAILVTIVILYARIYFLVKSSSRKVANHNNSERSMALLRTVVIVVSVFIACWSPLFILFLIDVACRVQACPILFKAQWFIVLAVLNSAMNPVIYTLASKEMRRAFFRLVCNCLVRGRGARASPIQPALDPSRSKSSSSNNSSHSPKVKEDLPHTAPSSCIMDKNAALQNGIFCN
Redox H2O2 prof – compounds producing H2O2 with reducing agent – biochemical, NIH compound library profiling, artefact control for MLSCN library redox annotation, primary screen | DTT-dependent redox cycling H2O2, phenol red/HRP absorbance; 100% = 100 µM peroxide control, 0% = buffer | activation, % at 10 µM | hit rate 0.03% among 200,000;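 active = activation of at least 50% relative to the plate's high and low controls in the primary single-dose screen; inactive = activation below 50%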;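 also: compound incubated with DTT at 0.8 mM final as the reducing agent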
TNAP inh hi DEA – inhibitors of human TNAP at high phosphate acceptor concentration. AID 1135. purified TNAP, CDP-star luminescence, 1 M DEA. hit rate 0.03% among 200,000. inhibition, % at 20 µM;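 active = over 50% inhibition of tissue-nonspecific alkaline phosphatase at 20 µM in the single-dose screen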;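 also: plate controls were DMSO wells for no effect and EDTA-quenched wells as full inhibition for full effect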
PMI act satM6P – increases human PMI activity with near-saturating mannose 6-phosphate; coupled PMI enzyme assay, resazurin fluorescence, 20 min; stronger effect = higher value; 1 = untreated enzyme, 0 = substrate-free blank; P34949; hit rate 0.34% among 190,000; activation factor at 20 µM;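 active = activation factor of 2 or more at 20 µM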
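Test system: human phosphomannose isomerase with PGI, G6PDH, diaphorase coupling enzymes; Amount: PMI at 15 ng/mL final; Reagent: Mannose-6-phosphate 1.0 mM (near-saturating) plus 0.22 mM NADP+; Timing: 20 min, room temperature; Technique: resorufin fluorescence at Ex 544/Em 590 nm; Dosing: 20 µM single dose.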
Active calls of the source: *; · = no result given.

SMILES	RAM inhibit	L major viab	TNAP inh no acc	Hsp70 activator	HMGR II inh	PMI act	S1P3 antag	Redox H2O2 prof	TNAP inh hi DEA	PMI act satM6P
NC(=O)c1ccc(-c2ncc(-c3ccccc3)o2)cc1	3.0	8	-11	-0.2	-4	1	·	0.3	-3	1
COC(=O)c1ccccc1NC(=O)CN1CCC(NC(=O)c2ccccc2C)CC1	0.5	4	-3	-0.3	-2	0.9	0	1.3	-2	0.9
COc1ccc(NS(=O)(=O)c2ccc(NC(C)=O)cc2)c(OC)c1	3.4	-8	-16	-0.3	-2	0.9	-8	-1.2	-7	1
CCOC(=O)C(CC)n1cnc2c(nnn2-c2ccc(C)cc2)c1=O (stereo unspecified)	2.0	-7	-6	-0.1	4	0.9	-5	1.5	-5	1
CCCN(CC1CCCO1)C(=O)CCc1nnc(-c2cc(C)on2)o1 (stereo unspecified)	-0.1	-4	-10	-0.3	-1	1	-6	-0.7	-5	1
c1ccc(CSC2=NCCCN2)cc1	0.2	4	-7	-0.1	-3	0.9	·	0.0	-2	0.9
CC1CCN(S(=O)(=O)c2ccc3[nH]c(=O)c(=O)[nH]c3c2)CC1	0.4	0	-16	-0.4	-2	0.9	-49	3.1	1	1
N#CCC(=O)NN=C1CCCCCCCCCCC1	1.1	-1	-11	0.1	-5	1	·	-4.8	0	1.1
COC(=O)c1sccc1NC(=O)c1cnc2cc(C)nn2c1C	1.2	-13	-7	0.2	-3	1	-9	-2.3	-4	1
CCC[C@@H]1C[C@@H](C(=O)N[C@@H](C2O[C@H](SC)[C@H](O)[C@@H](O)[C@H]2O)[C@H](C)Cl)N(C)C1 (stereo partly specified)	0.0	4	-16	0.0	-4	1.1	-37	-0.2	-8	1
CC1(C)Cc2nc3oc4c(=S)nc[nH]c4c3cc2CO1	1.1	-5	-5	0.6	5	1.1	11	-2.6	0	1.3
CC(C)(C)C(=O)NC(=S)Nc1ccc(S(=O)(=O)Nc2nccs2)cc1	1.3	-5	13	0.1	3	1.1	-21	-0.1	-7	1.1
CCOc1cccc(-c2nnc3sc(COc4ccc(OC)cc4)nn23)c1	4.3	-3	-4	-0.4	4	0.8	2	-3.2	2	0.8
Cc1ccc(C)c(N(C(=O)Cn2nnc(-c3cccs3)n2)C(C(=O)NC2CC2)c2ccc(C)o2)c1 (stereo unspecified)	4.6	10	-11	0.2	·	0.9	11	0.0	-5	1
CC(=O)Nc1c(C(=O)c2ccccc2)oc2ccccc12	3.1	1	-12	0.0	-8	1	5	0.1	-3	1

The final two records of the section above come first, to join the parts:
SMILES	RAM inhibit	L major viab	TNAP inh no acc	Hsp70 activator	HMGR II inh	PMI act	S1P3 antag	Redox H2O2 prof	TNAP inh hi DEA	PMI act satM6P
Cc1ccc(C)c(N(C(=O)Cn2nnc(-c3cccs3)n2)C(C(=O)NC2CC2)c2ccc(C)o2)c1 (stereo unspecified)	4.6	10	-11	0.2	·	0.9	11	0.0	-5	1
CC(=O)Nc1c(C(=O)c2ccccc2)oc2ccccc12	3.1	1	-12	0.0	-8	1	5	0.1	-3	1
CCOC(=O)C1=C(O)/C(=C/c2cccc(OC)c2O)N=C1C	0.1	63*	26	1.0	-2	0.9	-11	-0.5	28	0.5
CCOC(=O)/C(C#N)=C\C=C1C=CN(C)C=C1	1.5	-4	20	0.0	2	0.9	·	1.3	29	0.9
Cc1onc(-c2ccccc2Cl)c1C(=O)Nc1ccc(S(=O)(=O)NCC2CCCO2)cc1 (stereo unspecified)	1.3	15	-7	-0.3	-4	0.9	-2	2.4	1	0.9
COc1cccc(C(=O)NCCn2ccc3ccccc32)c1	2.6	-1	-3	0.2	-3	1	4	-0.7	-4	1
O=C1NC2(CCCCC2)C(=O)N1Cc1cc(=O)n2ccsc2n1	2.7	-9	-2	-0.2	-1	1.1	2	0.1	-4	1.1
COc1ccc(C)cc1NC(=O)CSc1nnc(-c2ccc(Br)cc2)o1	7.5	-6	-8	-0.2	3	0.8	1	-2.8	-2	0.9
Cc1ccc(C)c(CS(=O)(=O)c2cn(CC(=O)N3CCC(C)CC3)c3ccccc23)c1	4.2	-4	-1	-0.3	1	0.8	-2	0.9	-3	0.9
Cc1ccc(C(=O)O/N=C(\N)c2cccc([N+](=O)[O-])c2)cc1	4.4	11	-2	0.6	-7	1	·	2.8	1	1
O=C(c1ccc(F)cc1)N(Cc1ccccc1)C1CCS(=O)(=O)C1 (stereo unspecified)	0.2	-4	-3	-0.3	-1	1	-4	-1.2	-4	0.9
COc1ccc(/C=N/NC(=O)c2[nH]nc3c2CCc2ccccc2-3)cc1OC	2.8	0	20	-0.2	-1	1	1	0.4	0	1
CCOC(=O)Cc1cnc(NC(=O)CSc2nc(C)cc(C)n2)s1	0.6	-7	-12	-0.4	2	1	-2	-0.4	-3	0.9
CCOC(=O)c1c(NC(=O)CSc2nnnn2C)sc(C(=O)N(C)C)c1C	-0.1	1	-6	-0.2	-3	1	-4	-1.9	-7	0.9
Cc1ccc(NC(=O)CN2C(=O)NC3(CCc4ccccc43)C2=O)cc1Cl (stereo unspecified)	1.5	2	-5	-0.1	3	0.9	·	-1.8	-3	1
N#CC(C(=O)NC1CCCCC1)c1nc2ccccc2nc1N1CCN(c2ccc(F)cc2)CC1 (stereo unspecified)	0.3	-5	6	-0.4	-3	0.9	-7	3.3	9	1
S=c1[nH]nc(-c2ccncc2)n1/N=C/c1cccc2ccccc12	5.4	-8	8	-0.1	-5	0.9	-14	-0.1	0	0.9

The closing 3 records of the part above lead into the next:
SMILES	RAM inhibit	L major viab	TNAP inh no acc	Hsp70 activator	HMGR II inh	PMI act	S1P3 antag	Redox H2O2 prof	TNAP inh hi DEA	PMI act satM6P
Cc1ccc(NC(=O)CN2C(=O)NC3(CCc4ccccc43)C2=O)cc1Cl (stereo unspecified)	1.5	2	-5	-0.1	3	0.9	·	-1.8	-3	1
N#CC(C(=O)NC1CCCCC1)c1nc2ccccc2nc1N1CCN(c2ccc(F)cc2)CC1 (stereo unspecified)	0.3	-5	6	-0.4	-3	0.9	-7	3.3	9	1
S=c1[nH]nc(-c2ccncc2)n1/N=C/c1cccc2ccccc12	5.4	-8	8	-0.1	-5	0.9	-14	-0.1	0	0.9
COc1cccc(-n2nnnc2S(C)(=O)=O)c1	-0.8	97*	-6	0.2	1	0.9	·	0.1	-5	1
Cc1coc2c(C)c3oc(=O)c4c(c3cc12)CCCC4	·	·	7	·	·	1	24	·	0	0.9
Cc1ccc(NC(=O)c2ccc(Cl)nc2)cc1	2.9	6	-10	0.7	-2	1	-18	-0.1	-3	1
CC1CCCCC1NC(=O)CCCCCn1c(=S)[nH]c2ccccc2c1=O (stereo unspecified)	1.7	24	-10	0.0	-3	1	-22	-0.2	-1	1
CCOC(=O)c1ccc(NC(=O)Cn2cccc2)cc1	1.5	-3	-19	0.0	-9	1	17	1.7	-3	1
CCc1cccc(C)c1NC(=O)COC(=O)c1ccc2c(c1)S(=O)(=O)c1ccccc1C2=O	3.4	-5	-2	-0.5	-6	0.9	-9	-0.4	0	1
COc1ccc(-c2nc3ccccn3c2NCc2ccc3c(c2)OCO3)cc1	-0.7	22	-57	-0.4	-1	0.9	·	0.2	-3	0.9
COc1ccc(/C=C2\N=C3CCCCCN3C2=O)cc1	-1.1	3	-11	-0.3	-6	1	1	5.2	-8	1
COC(=O)CCC(=O)N1CCCC(CO)(Cc2ccccc2C)C1 (stereo unspecified)	1.2	0	-7	0.0	-4	·	12	0.1	-4	·
CC(=O)c1cccc(NC(=O)CCNS(=O)(=O)c2cccc3nonc23)c1	1.0	1	-6	0.0	-2	1.1	-5	-0.2	-2	1
COc1ccc(C(=O)/C=C/C(=O)N(CC(=O)NCCC(C)C)Cc2cccs2)c(O)c1	12*	16	-7	0.3	-9	0.8	-2	0.0	-6	0.9
C=CCN1CCc2nc(N)sc2CC1	0.6	11	-15	-0.2	9	1.2	-9	-0.2	-3	1.2
CCC(=O)Nc1ncc2c(n1)CC(c1ccco1)CC2=O (stereo unspecified)	2.9	11	0	0.0	-3	1	·	0.3	-4	0.9
COc1ccc(C2=NOC(C(=O)NCCN3CCOCC3)C2)cc1 (stereo unspecified)	2.6	-2	0	0.1	-4	1.1	0	-0.7	-7	1.1
Cc1ccc(-c2ccc(/C=C3/NC(=O)NC3=O)o2)cc1[N+](=O)[O-]	2.3	24	-91	-0.2	-2	1.1	13	-0.1	5	1.2
Cc1oc2c(c1C(=O)c1ccc(Cl)cc1)C(=O)C(=O)c1ccccc1-2	2.1	101*	11	-0.2	-5	0.4	·	344*	5	0.3
O=C(NCCCl)NNc1c(Cl)cc(Cl)cc1Cl	1.2	-7	6	0.0	-3	1.6	4	-0.7	1	1.4
COc1ccc(S(=O)(=O)NCCCCCC(=O)NCCCN2CCOCC2)cc1	0.5	-1	-13	-0.1	-1	1	-29	-0.9	-4	1
Cc1ccc(C)c(NC(=S)Nc2ccc(S(=O)(=O)Nc3ncccn3)cc2)c1	1.0	-4	-11	-0.4	-5	0.8	-18	-0.4	4	1
COCCNC(=O)CN(c1cc(Cl)ccc1OC)S(=O)(=O)c1ccc(C)c([N+](=O)[O-])c1	1.8	5	-6	-0.4	-5	0.9	-21	-0.5	-5	0.9
COc1cc(CNn2cnnc2)ccc1OCC(=O)NC1CCCCC1	0.4	-2	-8	-0.1	-6	1.1	·	0.6	-6	1.1
CCOC(=O)c1c(NC(=O)c2ccn(CC)n2)sc2c1CCCC2	7.9	17	2	-0.1	-5	0.8	31	1.1	-3	0.9
CCC1(C)SC(NC(C)=O)=NN1C(C)=O (stereo unspecified)	0.7	-3	2	0.1	-8	1	-6	-0.9	-2	1.1
COc1ccc(C2/C(=C(/O)c3ccc(Cl)cc3)C(=O)C(=O)N2CCN2CCOCC2)c(OC)c1 (stereo unspecified)	-0.4	-5	-6	-0.2	-7	1.1	8	-1.3	-3	1.3
COc1cc2[nH]c(=O)n(Cc3ccc(C(=O)NC4CCN(Cc5ccccc5)CC4)cc3)c(=O)c2cc1OC	1.2	-5	2	-0.1	-2	1	-15	-0.2	4	0.9
COC(=O)CC1C(=O)NCCN1C(=S)NC(=O)c1sc2ccccc2c1Cl (stereo unspecified)	-1.1	-5	-18	1.1	1	1	-19	-0.5	-8	0.9
O=C(NCc1ccc2c(c1)OCO2)c1cnc2ccccn2c1=O	1.5	-5	-10	-0.1	4	0.9	5	0.5	1	0.9
COc1ccc(/C=C/C(=O)c2ccccc2)cc1Cn1nnc2ccccc21	3.5	100*	-6	0.3	-5	0.9	20	1.8	1	1
